Source: PubChem BioAssay (Emory University Molecular Libraries Screening Center)
14-3-3 PPI = modulators of human 14-3-3 gamma - Raf peptide interaction; P61981; FP, 14-3-3gamma / TMR-pS259-Raf peptide binding; inhibition, % at 40 µM; hit rate 0.19% among 160,000; AID 422; in the data active means inhibition above about 30%;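 further: 0% = protein plus tracer without compound and 100% = blank with tracer alone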
Target sequence (P61981 whole entry, looked up): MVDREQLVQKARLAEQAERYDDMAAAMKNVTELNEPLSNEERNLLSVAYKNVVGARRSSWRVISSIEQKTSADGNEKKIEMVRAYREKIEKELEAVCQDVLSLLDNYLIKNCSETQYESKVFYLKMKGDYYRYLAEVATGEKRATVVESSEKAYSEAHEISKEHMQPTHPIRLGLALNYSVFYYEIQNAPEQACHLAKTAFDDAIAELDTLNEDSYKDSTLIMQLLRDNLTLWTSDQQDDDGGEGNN
Numbers without * were called inactive; & = joins results of further samples; ! = repeats disagree. This is a subset; rates above refer to the full screens.

mol | 14-3-3 PPI
Cc1ccc2[nH]c(=O)c(-c3nc4c(C)cccn4c3NCc3ccco3)cc2c1 | -7
CCOC(=O)CCc1c(C)c2ccc(OCC(C)=O)cc2oc1=O | 1
CC1CCc2cc(F)cc3c(O)c(C(=O)Nc4cnccn4)c(=O)n1c23 (centres undefined) | -6
O=C(NCCN1CCN(c2ccccc2)CC1)c1ccc(NC(=O)C2CCCO2)cc1 (centres undefined) | -7&-1
CN1C(=O)NC(c2ccccc2[N+](=O)[O-])C2=C1CC(C)(C)CC2=O (centres undefined) | 0
COc1ccccc1N=Cc1c(O)c(C(=O)Nc2ccccc2)cc2ccccc12 | 13
COc1ccc(C)cc1NC(=O)c1cc(S(=O)(=O)N2CCCc3ccccc32)ccc1F | -62
O=C(CN1C(=O)COc2ccccc21)NCCCN1CCc2ccccc2C1 | -4&-2
Cc1nnc2n(-c3ccccc3)c(=O)c3c4c(sc3n12)COC(C(C)C)C4 (centres undefined) | -7
Cn1c(=O)c2c(ncn2Cc2cc(-c3ccccc3)no2)n(C)c1=O | -7
COc1ccc(CCN2C(=O)CSC2c2ccccc2[N+](=O)[O-])cc1OC (centres undefined) | 2
CC(C)N(Cc1cc2ccccc2[nH]c1=O)C(=O)c1cccnc1 | -4
COc1ccc(N(CC(=O)Nc2cc(C(=O)O)ccc2C)S(=O)(=O)c2c(C)noc2C)cc1 | -3
CCC/C(=C1/C(=O)CC(C)(C)C(C(=O)OC)C1=O)N1CCCC1 (centres undefined) | -3
Cc1cc(C)nc(N2CCC(C(=O)O)CC2)n1 | 5
COc1cccc(CNC(=O)Cn2cccc2)c1 | -4
CN(Cc1ccccc1)C(=O)CCCCCn1c(=S)[nH]c2ccccc2c1=O | -5
Cc1cc(C)c(S(=O)(=O)NCc2ccncc2)c(C)c1 | -3
O=C(c1cc2nc(-c3ccc4c(c3)OCO4)cc(C(F)(F)F)n2n1)N1CCN(c2cccc(Cl)c2)CC1 | 0
O=C(Nc1c(C(=O)NCc2ccco2)cnn1-c1ccccc1)c1ccc(F)cc1 | 3
O=C(c1cccn2c(=O)c3sccc3nc12)N1CCN(c2ccc(Cl)cc2)CC1 | -3
Cc1ccc(-c2nn3c(C)nnc3s2)cc1NC(=O)C(C)C | 3
CCOc1ccccc1C1Oc2nc(SC)nnc2-c2ccccc2N1C(=O)CC (centres undefined) | -6
Cn1nc(CC(=O)Nc2ccccc2C(F)(F)F)c2ccccc2c1=O | 2
Cc1noc(C)c1S(=O)(=O)N(CC(=O)Nc1ccc2c(c1)OCCO2)c1ccc(C(C)C)cc1 | 5
CC1CCc2c(sc3nc(SCc4nc(-c5ccccc5)no4)n(C)c(=O)c23)C1 (centres undefined) | -3
Cc1cc(C)n(C(=O)c2ccc(C)c(S(=O)(=O)N3CCOCC3)c2)n1 | 2
Cc1nc(C)c(C(=O)Nc2ccccc2)s1 | -2
COc1ccc(N=Cc2cc(C)cc(Br)c2O)cc1Cl | -132
Cc1ccccc1-n1nc2c(c1NC(=O)CC(C)C)CS(=O)C2 (centres undefined) | 4
COC(=O)CN1C(c2ccc(OC)cc2)=Nc2ccc(Br)cc2C1c1ccccc1 (centres undefined) | 3
O=C(CSc1nc2c(c(=O)n1-c1ccc([N+](=O)[O-])cc1)SCC2)NCC1CCCO1 (centres undefined) | -11
COc1ccc(C=Cc2nc3ccccc3c(=O)n2Cc2ccccc2)cc1 | 5
O=C(CCSc1nccn1Cc1ccccc1)N1CCOCC1 | -4
O=C(COC(=O)c1ccc(Oc2c(Cl)cccc2[N+](=O)[O-])cc1)c1ccc(Cl)cc1 | 3
CCOC(=O)N1CCN(C(=O)c2ccc3c(=O)n(Cc4ccc(OC)cc4)c(=S)[nH]c3c2)CC1 | -2
O=C(NCCC1=CCCCC1)C1CC(=O)N(C2CCCCC2)C1 (centres undefined) | -8
COC(=O)c1cc2c(s1)CS(=O)C2 (centres undefined) | -9
COc1ccc(C2C=C(c3ccc(Br)cc3)Nc3ncnn32)c(OC)c1OC (centres undefined) | -5
CC1CC(C)CN(S(=O)(=O)c2ccc(C(=O)Nc3ccc(-c4nc5ccccc5o4)cc3)cc2)C1 (centres undefined) | -116
CCC1SC2=NC(C)=C(C(=O)OCC(C)C)C(c3cccc(Br)c3)N2C1=O (centres undefined) | 1
CCN(CC)C(=O)CSc1nnc(-n2nc(C)cc2C)c2ccccc12 | 0
O=[N+]([O-])c1ccccc1NC(=NS(=O)(=O)c1ccc(Cl)cc1)c1ccccc1 | -2
COc1ccc(CCNC(=O)C2CCCN(C(=O)N(C)C)C2)c(OC)c1 (centres undefined) | -4&-8
CC(=O)NCc1cc(-c2nn(C)c(=O)c3ccccc23)ccc1C | -3
CC1=C(C(=O)OC2CCCC2)C(c2ccccc2Cl)C2=C(CC(c3ccccc3)CC2=O)N1 (centres undefined) | 10
Cc1ccc(CN2CC(C(=O)Nc3ccc4c(C)cc(=O)oc4c3)CC2=O)cc1 (centres undefined) | -1
Cn1c(Cl)c[n+](C)c1C(O)c1ccccc1 (centres undefined) | 3
Cc1nc2ccc(C(=O)NCc3ccccc3)cc2nc1C | -14
O=C(CSc1nc2[nH]ncc2c(=O)n1-c1ccccc1)NCc1cccs1 | 3
c1cn2c(Nc3ccc4c(c3)OCCO4)c(-c3ccc(N4CCOCC4)cc3)nc2cn1 | 0
Cc1ccc(-n2ncc3c(=O)[nH]c(SCC(=O)N4CCOCC4)nc32)cc1C | -2
CN1C(=O)c2cccc(NCCCN3C(=O)c4ccccc4C3=O)c2C1=O | -1
CCOCCOC(=O)C1=C(C)NC2=C(C(=O)CCC2)C1c1ccc(C(=O)OC)cc1 (centres undefined) | -5
Oc1ccc(-c2n[nH]c(=S)n2Cc2ccco2)cc1 | -2
Cc1ccc2cc3cc(C(=O)N4CCCCC4C)oc3nc2c1 (centres undefined) | -11&-4
COC(=O)c1ccc(-n2nnnc2SCc2ccccc2OC)cc1 | 3&-5
CC(=O)N1CCc2cc(Br)cc(S(=O)(=O)CCC(=O)NCCN3CCCCC3C)c21 (centres undefined) | 3
COC(=O)c1c(NC(=O)CCSc2nnc3ccccn23)sc2c1CCC2 | -6
COc1cccc(-c2cc(C(F)(F)F)nc(-n3nc(C)c(Br)c3C)n2)c1 | -7

Other entries
mol | 14-3-3 PPI
CCN1CCN(C(c2cccs2)C(C)NC(=O)c2c(F)cccc2F)CC1 (centres undefined) | 0
Cc1ccc(NC(=O)c2ccc3c(=O)n(Cc4ccccc4)c(=S)[nH]c3c2)cc1F | -3
CN(C)CCCN1C(=O)C(=O)/C(=C(/O)c2ccc3c(c2)OCO3)C1c1ccco1 (centres undefined) | -2
Cc1noc(C)c1S(=O)(=O)N1CCC(C(=O)N2CCCC(C)C2)CC1 (centres undefined) | -9
CN1C(=O)c2c(sc3c2CC(C)(C)SC3)N2CCN=C12 | -5
N#Cc1c2n(c3c(=O)n(CC(=O)c4ccc(Br)cc4)cnc13)CCCC2 | -2&-3
Nc1nc(SCc2ccc(C(=O)NCCO)cc2)nc2sc3c(c12)CCCC3 | -10
CCn1c(SCc2cccnc2)nc2c1c(=O)n(C)c(=O)n2C | -8
CCc1ccc2oc(-c3cc(N=CC=Cc4ccc([N+](=O)[O-])cc4)ccc3O)nc2c1 | -27
O=C(CSc1nnc(-c2ccccc2)n1Cc1ccccc1)NC1CC1 | 5
CSc1cccc2cccnc12 | -3
COc1ccc(C(=O)n2c(=S)nc3cc(C)ccn32)cc1 | -13
COc1ccc(C2C3C(=O)N(Cc4ccccc4)C(=O)C3ON2c2ccccc2)c(OC)c1OC (centres undefined) | -6
CC1=C(C(=O)OCCc2ccccc2)C(c2cccc(OCc3ccccc3)c2)NC(=O)N1 (centres undefined) | -3
COc1ccc(CCNC(=O)C(=O)Nc2ccc(Br)cc2)cc1 | 5
O=S(=O)(Nc1ccc2c(c1)OCCO2)c1ccccc1C(F)(F)F | -5
Cn1c(=O)c2cc(S(=O)(=O)NCCC(=O)NCC3CCCO3)ccc2n(C)c1=O (centres undefined) | 0
COC(=O)c1ccc(CSc2ccc3nnc(-c4cccnc4)n3n2)o1 | -9
Cc1ccc(-c2noc(CCC(=O)NCCN3CCc4ccccc4C3)n2)cc1 | -3
CCCCSc1nc2c(c(=O)n1-c1ccccc1)SCC2 | -12
CC1(C)NC(=O)N(CC(O)CN2C(=O)NC(C)(C)C2=O)C1=O | 8&11
Cc1ccc(-n2nc3c(c2NC(=O)c2ccc(C)c([N+](=O)[O-])c2)CS(=O)(=O)C3)c(C)c1 | -3
CCOc1ccc2nc(SCC(=O)Nc3ccccc3[N+](=O)[O-])sc2c1 | -12
Cc1ccc(NC2OC(CO)C(O)C(O)C2O)c([N+](=O)[O-])c1 (centres undefined) | 0
Cc1cc(C)n2nc3nc(N4CCCCC4)nc(-c4ccco4)c3c2n1 | -18
CCn1cnc2sc(C(=O)N3CCCCCC3)c(C)c2c1=O | -3
Cn1cc(C(c2ccco2)c2cn(C)c3ccccc23)c2ccccc21 | -45
O=C(C1CCCN1S(=O)(=O)c1ccc(Cl)c(Cl)c1)N1CCOCC1 (centres undefined) | 2
COCCn1c(SCc2ccc(C(=O)OC)o2)nnc1-c1c[nH]c2ccccc12 | 4
NS(=O)(=O)c1ccc(NC(=O)COC(=O)CSc2n[nH]c(-c3ccccc3)n2)cc1 | -6
CCCCNC(=O)CCS(=O)(=O)Cc1ccc(C)cc1 | -2
O=C1c2oc3ccc(Cl)cc3c(=O)c2C(c2cccc(Br)c2)N1CCO (centres undefined) | 1
CC(=O)Nc1ccccc1-c1nc2ccccc2n(C)c1=O | -7
CCN(CC)C(=S)SSC(=S)N(CC)CC | 7
O=S(=O)(c1ccc(Br)s1)n1cccn1 | 2&-14
CCn1c(SCc2cc(=O)n3ccccc3n2)nc2ccsc2c1=O | -4
Cc1ccc(-c2nn[nH]n2)cc1 | -4
O=C(CCN1CCCC1)Nc1ccc(OC(F)(F)Cl)cc1 | -1
O=C1c2cccc3c([N+](=O)[O-])ccc(c23)C(=O)N1c1ccc(O)cc1 | 2
Cc1occc1-c1nnc(SCC(=O)Nc2ccccc2-c2ccccc2)n1C | -3
CN(CC(O)Cn1c2ccccc2c2ccccc21)S(C)(=O)=O (centres undefined) | 2
CCN(CC)C(=O)c1cc2cc3ccc(C)cc3nc2s1 | -1
COc1ccc(-n2c(=O)c3c(C)c(C)sc3n(Cc3ccc(F)cc3)c2=O)c(OC)c1 | -11
Cc1ccc2c(c1)sc(=NC(=O)c1ccc(N(C)C)cc1)n2C | -1
COc1cc(NC(=O)C2CCN(S(=O)(=O)c3c(C)noc3C)CC2)cc(OC)c1 | -1
CC1CCCC(NC(=O)C2N(CCc3ccc(Cl)cc3)C(=O)C3C(C(=O)Nc4ccc(Cl)cc4)C4C=CC32O4)C1C (centres undefined) | -9
CCN(CC)C(=O)CSc1nc2[nH]ncc2c(=O)n1-c1ccccc1 | -2
Cc1nnc(SCc2cccc(C(=O)c3ccccc3)c2)[nH]c1=O | 1
CCn1c(=NC(=O)c2ccc(S(=O)(=O)N(C)Cc3ccccc3)cc2)sc2ccccc21 | 0
CCOC(=O)c1c(NC(=O)C(C)SC2=NN3CCCC(=O)N=C3S2)sc2c1CCC2 (centres undefined) | -10
CCn1c(=O)cc(SCC(=O)N2CCCCC2)c2ccccc21 | -2
N#Cc1nc(-c2ccco2)oc1NCc1cccnc1 | -7
CN(C)Cc1cc(CN(C)C)c(O)c(C(C)(C)C)n1 | 0
Cc1ccc(CNC(=O)CN2C(=O)CSc3ccc(S(=O)(=O)N4CCC(C)CC4)cc32)cc1 | 3
O=[N+]([O-])c1ccc(Cl)cc1Sc1nc2ccccc2o1 | 4
Cc1nc(S(=O)(=O)NC2CCCCC2)c(C#N)c(C)c1Cl | -8
C=COCCN1CCOCC1 | -13
CC(=O)c1c(C)oc2c(Br)cc(NS(=O)(=O)c3c(C)cc(C)cc3C)cc12 | 1
Cc1cc(=O)oc(C)c1C(=O)NCc1ccccn1 | 45*!
CCOC(=O)c1c(C)n(-c2ccccc2)c2ccc(NS(=O)(=O)c3ccccc3)cc12 | -4
COc1ccc(N2CCN(C(=O)Cn3cnc4sc(C)c(S(=O)(=O)N5CCC(C)CC5)c4c3=O)CC2)cc1 | -10
